# Vif-APOBEC3G blk = blocks the Vif interaction with human APOBEC3G; Q9HC16; HeLa A3G-eYFP + Vif (tagged APOBEC3G with the HIV-1 protein that degrades it), YFP fluorescence, overnight; Potency, µM (titrated, usually from 46.1 µM), without a hit: top-dose activity, negative = active, actives largely listed as inhibitors; hit rate 0.076% among 410,000; AID 602310;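 note: potency is the fitted concentration of half-maximal effect; % is set by controls: 0 for no effect and ±100 for the full control effect; nearly all actives have a fitted effect of over 60% in size; hits raise eYFP signal because A3G escapes Vif-driven loss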
#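 HeLa cells stably expressing Vif and C-terminally eYFP-tagged A3G, seeded overnight at 37 deg C, then exposed to compound by pintool overnight at 37 deg C. Rise in yellow fluorescence (Ex 488/Em 500-530, Acumen) marks blocked Vif-driven A3G degradation.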
# PI4K2A inh = inhibitors of human PI4K2A | Q9BTU6 | hit rate 0.13% among 420,000 | purified PI4K2A, ADP-Glo luminescence, 1 h; hits give low values | activity change, negative = inhibition, % at 76.9 µM | AID 1346378; in the data active = activity change below about -50%; inconclusive = mostly about -30% to -49%;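 note: -100% = wells without enzyme as full effect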
#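 Compounds are screened against recombinant PI4K2A using PI as substrate and ATP, the latter dispensed at 300 microM. Reactions run one hour at ambient temperature before ADP-Glo detection; full inhibition defined by wells lacking enzyme.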
# mIDH1 inhibitor = inhibitors of human mutant IDH1 R132H; hit rate 0.093% among 390,000; O75874; Potency, µM (series often up to 76.6 µM), inactives show at the highest dose activity change, negative = inhibition, actives largely listed as inhibitors; IDH1-R132H enzyme, NADPH consumption, diaphorase/resazurin fluorescence; note: potency is the fitted concentration of half-maximal effect; % is set by controls: 0 for no effect and ±100 for the full control effect; nearly all actives have a fitted effect of over 65% in size
#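 IDH1-R132H (0.5 ug/mL) preincubated 30 min with compound, then NADPH (0.016 mM) and alpha-KG (2 mM) added; 80 min at RT, pH 7.5. Remaining NADPH coupled via diaphorase/resazurin to fluorescence (540/590 nm); concentration-response curves normalized to no-enzyme control.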
# LDHA block = LDHA (human) enzyme inhibition. purified LDHA, NADH/diaphorase-resazurin fluorescence; hits give low values. activity change, % (values are at about 110 or 230 µM). hit rate 0.15% among 480,000. AID 1347041; in the data active = activity change below about -30%; inconclusive = mostly about -25% to -30%;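 note: plate controls were DMSO wells for no effect and wells without enzyme for full effect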
#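 Human LDH5 at 2 nM final in Tris HCl pH 7.4 with 0.06 mM NADH and 0.2 mM pyruvate, reacted 5 minutes at room temperature. Remaining NADH coupled via diaphorase/resazurin; resorufin fluorescence read at 0 and 20 minutes, normalized to enzyme-free and DMSO wells.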
# RXFP1 ag = activates the human relaxin receptor RXFP1; HEK293T-RXFP1 cAMP TR-FRET, 30 min; response scale: percent of porcine relaxin response, buffer zero; hit rate 0.3% among 370,000; AID 2676; Potency, µM (highest dose often 57.5 µM), for inactives: top-dose activation, usual class: activators; note: potency is the fitted concentration of half-maximal effect; % is set by controls: 0 for no effect and ±100 for the full control effect; nearly all actives have a fitted effect of over 60% in size; many of its hits are not listed in these tables
# Target sequence (Q9HBX9 whole entry, looked up): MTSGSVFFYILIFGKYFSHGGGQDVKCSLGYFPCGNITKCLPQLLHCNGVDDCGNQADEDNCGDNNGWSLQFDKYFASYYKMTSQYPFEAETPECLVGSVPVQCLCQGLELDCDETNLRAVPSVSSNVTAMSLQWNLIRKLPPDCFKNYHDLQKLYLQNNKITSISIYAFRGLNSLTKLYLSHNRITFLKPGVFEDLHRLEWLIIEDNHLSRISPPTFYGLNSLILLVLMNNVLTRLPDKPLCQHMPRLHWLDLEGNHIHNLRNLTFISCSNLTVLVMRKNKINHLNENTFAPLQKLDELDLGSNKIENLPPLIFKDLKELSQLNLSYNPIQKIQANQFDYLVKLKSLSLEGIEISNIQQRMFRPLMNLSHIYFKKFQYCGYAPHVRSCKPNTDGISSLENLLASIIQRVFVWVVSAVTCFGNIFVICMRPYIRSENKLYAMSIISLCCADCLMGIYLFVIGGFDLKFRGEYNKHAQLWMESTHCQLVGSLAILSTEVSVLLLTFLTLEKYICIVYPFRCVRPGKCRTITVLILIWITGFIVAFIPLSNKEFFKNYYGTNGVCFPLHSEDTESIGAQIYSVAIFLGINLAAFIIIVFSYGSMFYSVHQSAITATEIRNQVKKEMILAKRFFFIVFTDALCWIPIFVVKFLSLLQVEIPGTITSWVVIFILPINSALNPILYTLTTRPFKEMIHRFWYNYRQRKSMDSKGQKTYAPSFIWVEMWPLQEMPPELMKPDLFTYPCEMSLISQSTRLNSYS
#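 Agonist response is measured as cAMP accumulation in an RXFP1-transfected HEK293T line under PDE4 inhibition. Values are scaled between buffer-only and 29 nM porcine relaxin, and EC50s come from standard Hill equation fits.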
# TrxR1 substrate = substrates of rat thioredoxin reductase 1; hit rate 0.01% among 390,000; O89049; Potency, µM (titrated, usually from 114 µM), inactives show at the top dose activity change, negative = substrate turnover; purified TrxR1 substrate turnover, NADPH consumption readout; AID 588456; note: potency is the fitted concentration of half-maximal effect; % is set by controls: 0 for no effect and ±100 for the full control effect; nearly all actives have a fitted effect of over 50% in size
#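 Rat TrxR1, dispensed at 90 nM, was prereduced with 400 uM NADPH (final) for 5 min at ~22 deg C, then incubated with compound 15 min before 400 uM selenite. A first-read NADPH fluorescence drop versus no-compound background flagged substrates.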
# GRP78 ERSR act = inducers of ER stress response in human glioma cells; AID 602332; hit rate 0.02% among 420,000; Potency, µM, for the others: at the top dose activation, hits mostly activators; U87-MG GRP78 promoter luciferase reporter, 16 h; note: potency is the fitted concentration of half-maximal effect; series mostly up to about 76 µM; % of control where 0% means no effect; nearly all actives have a fitted effect of over 35% in size
#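 Stably transfected U87-MG glioma cells carrying a GRP78-based luciferase sensor; 16 h compound incubation. Luminescence end-point read 10 min after Bright-Glo addition at room temperature.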
# USP1 inh = USP1/UAF1 (human) deubiquitinase inhibition | O94782 | recombinant USP1/UAF1, Ub-Rhodamine cleavage fluorescence | Potency, µM (titrated, usually from 57.1 µM), for inactives: at the top dose activity change, negative = inhibition, most hits filed as inhibitors | hit rate 0.23% among 390,000 | AID 743255; note: potency is the fitted concentration of half-maximal effect; % is set by controls: 0 for no effect and ±100 for the full control effect; nearly all actives have a fitted effect of over 60% in size; inactives centre near -12
#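 USP1/UAF1 complex (1 nM) preincubated 15 min at room temperature with compound, then Ub-Rho substrate (150 nM final) added. Kinetic fluorescence at 480/540 nm over 6 reads at 60 s intervals; 50 mM HEPES pH 7.8, 0.5 mM EDTA, 0.1 mg/ml BSA, 1 mM TCEP, 0.01% Tween-20.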
# Vif-APOBEC3F blk = blocks the Vif interaction with APOBEC3F | hit rate 0.2% among 390,000 | Potency, µM (highest dose often 46.1 µM), for the others: top-dose activity, negative = active | AID 602313 | HeLa A3F-eYFP + Vif (tagged APOBEC3F with the HIV-1 protein that degrades it), YFP fluorescence increase; note: potency is the fitted concentration of half-maximal effect; % of control where 0% means no effect; nearly all actives have a fitted effect of over 65% in size
#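 HeLa cells stably expressing A3F-eYFP plus Vif, plated and incubated overnight at 37 deg C, then exposed to compounds overnight at 37 deg C. Blocked degradation read as raised yellow fluorescence (Ex 488/Em 500-530).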
# * marks the source's active call; other numbers are inactive results; ? = inconclusive; . = not tested or not shown; & = joins results of further samples; [ ] = another dose, or the depositor's remark. Unless noted, calls come from the whole dose curve; as a rule, active = well fitted curve in the direction sought with a large enough effect; inconclusive = small, poorly fitted or top-dose-only effect, or another doubt; inactive = no such curve, though single readings can be large; an effect the other way counts as inactive or inconclusive.
SMILES,Vif-APOBEC3G blk,PI4K2A inh,mIDH1 inhibitor,LDHA block,RXFP1 ag,TrxR1 substrate,GRP78 ERSR act,USP1 inh,Vif-APOBEC3F blk
Cc1cccc(OCC(=O)NNC(=O)Nc2cccc(Cl)c2)c1C,-1%,0,2%,-5,1.7%,5%,-3%,-1%,-4%
CCSc1cc(N2CCCC2)nc(-c2ccc(F)cc2)n1,0%,-1,4%,-7,0.7%,-10%,-4%,-8%,.
CCOc1ccccc1NC(=O)c1nn(-c2ccc(C)cc2)c(=O)n(C)c1=O,5%,3,11%,-6,1.1%,3%[57.1 µM],-3%,5%,-14%
Cc1cc(=O)oc2ccc(OC(=O)CC(C)C)cc12,1%,0,5%,-2,2.4%,4%[57.1 µM],3%,-5%,1%
N#CCCn1cc(C(=O)CN2C(=O)NC3(CCCCCC3)C2=O)c2ccccc21,-2%,-3,0%,-6,-0.3%,0%,-4%,4%,-13%
O=C(NCc1ccc(Cl)cc1)C1CCN(C(=O)c2ccco2)CC1,1%,-1,-8%,-4,3.8%,1%[57.1 µM],0%,-5%,0%
CCCn1c(SCC(=O)Nc2ccc(Cl)cn2)nnc1C1CC1,-1%,2,0%,2,2.7%,1%,-6%,-20%,1%
COc1ccccc1C(=O)Nc1ccnn1C1CCN(CCCc2ccccc2)CC1,-8%,-6,16%,-4,-6.0%,5%,-3%,-11%,-2%
Cc1cccc(NS(=O)(=O)c2cccc(C(=O)NNC(=O)c3ccccc3O)c2)c1,-3%,2,1%,3,-1.3%,-3%,-1%,-21%,-7%
COc1cc(/C=N/NC(=O)C2CCN(CC(O)COCc3ccccc3)CC2)cc(OC)c1OC (configuration not stated),0%,3,1%,-3,-0.4%,2%,0%,-16%,-22%
CCc1ccccc1C1=CC(=O)C[C@H](c2ccc(OC)cc2)C1,-2%,-3,-8%,3,.,4%[57.1 µM],0%,?,-8%
CC(=O)OCC(=O)c1ccc2ccn(C(C)=O)c2c1,2%,-7,-4%,-4,2.1%,92%[activator],-4%,-5%,2%
Cc1cc(OCC(=O)NCC2CCC(C(=O)O)CC2)c2c(C)c(C)c(=O)oc2c1 (configuration not stated),3%,-8,3%,3,4.6%,203%[activator],1%,-29%,0%
CC(C)(C)c1cc[n+](-c2[nH]c(=O)sc2/C=N/NC([S-])=Nc2ccccc2)cc1,1%,17,0%,-3,0.7%,-7%,-6%,-26%,?
Cc1ccccc1C(=O)Nc1ccccc1N1CCN(C(=O)c2ccccc2)CC1,0%,-4,10%,1,0.1%,-6%[57.1 µM],-6%,-10%,4%
CC(=O)c1c(C)[nH]c(C(=O)OCC(=O)Nc2cc(C)on2)c1C,1%,4,-1%,-11,2.2%,0%,-7%,-1%,-4%
CCOC(=O)NC(=O)CSc1nc2ccc(C)cc2[nH]1,-2%,4,18%,-2,1.0%,4%[57.1 µM],-3%,-32%,6%
CCC(=O)N1CCc2cc(S(=O)(=O)NC(Cc3ccccc3)C(=O)NCc3ccc(C)cc3)ccc21 (configuration not stated),-1%,2,23%,-8,2.2%,1%,0%,-8%,3%
COCCN(C(=O)c1ccc2ccccc2c1)c1c(N)n(Cc2ccccc2)c(=O)[nH]c1=O,0%,-1,-1%,-4,0.2%,-16%[57.1 µM],-1%,-13%,-3%
Cc1cc(F)ccc1S(=O)(=O)N1CCCOC1CNC(=O)C(=O)NCCc1ccccc1 (configuration not stated),0%,1,9%,2,2.0%,-5%,-4%,-10%,4%
CC(C)NC(=O)c1ccccc1NC(=O)/C=C/c1ccc([N+](=O)[O-])cc1,0%,7,-1%,-4,2.9%,4%,-2%,-22%,-2%
CCS(=O)(=O)N1CCC(C(=O)NCCC(C)C)CC1,5%,-3,1%,-4,-0.5%,-2%[57.1 µM],-2%,0%,5%
Cc1nn(Cc2noc(C(=O)NCC3CCCO3)n2)c(C)c1Br (configuration not stated),0%,-2,7%,-1,0.5%,-2%,-3%,?,8%
CCN(CC)C(=O)c1c(-c2ccccc2)oc2ccc(O)cc12,-1%,-27,-7%,-7,0.2%,1%,-3%,-6%,0%
COC(=O)c1cc(C)ccc1OCc1ccc([N+](=O)[O-])cc1,-2%,-1,0%,-2,0.1%,-5%,2%,2%,-25%

# Further records
SMILES,Vif-APOBEC3G blk,PI4K2A inh,mIDH1 inhibitor,LDHA block,RXFP1 ag,TrxR1 substrate,GRP78 ERSR act,USP1 inh,Vif-APOBEC3F blk
O=S(=O)(c1ccc2ccccc2c1)N1CCN(c2ccc(O)cc2)CC1,7%,-1,-4%,3,.,0%,-2%,-22%,6%
O=C(CCCn1c(=O)[nH]c2cc(Cl)ccc2c1=O)NCCN1CCN(c2ccccc2)CC1,-1%,6,2%,-4,0.2%,6%[57.1 µM],-6%,-5%,2%
CCOc1ccc(-c2cccc(NS(=O)(=O)c3ccc(F)cc3F)c2)nn1,-1%,-2,2%,1,-0.9%,-1%[57.1 µM],0%,-5%,0%
CCOc1ccc(N2C(=O)CC(N3CCC(O)(c4ccc(Br)cc4)CC3)C2=O)cc1 (configuration not stated),1%,-2,0%,-6,-1.1%,5%[57.1 µM],-2%,-1%,10%
CC/C(=N\NC(=O)c1c(-c2ccccc2)noc1C)c1ccc(C)o1,1%,2,4%,-6,-0.6%,-3%,1%,-13%,4%
CCCCn1nnnc1SCC(=O)NCc1ccccc1,1%,4,8%,-12,1.3%,11%[57.1 µM],-1%,2%,-13%
COc1ccccc1C(=O)NCCN1CCCC1,0%,-5,3%,2,.,.,-1%,-15%,-6%
CCCCNC(=O)CSc1nc2cc3c(cc2c(=O)n1CCCCCC(=O)NCc1ccc2c(c1)OCO2)OCO3,-1%,4,8%,-10,0.8%,1%[57.1 µM],0%,-21%,-13%
Cc1nn2c(N3CCN(CCO)CC3)c3c(nc2c1-c1ccccc1)CCCC3,3%,-3,1%,-11,2.8%,-5%[57.1 µM],-2%,-1%,0%
O=C(O)CCC(=O)N1CCN(c2ccccn2)CC1,0%,-1,4%,-2,23%,13%,-3%,-1%,-14%
CCOC(=O)c1c(-c2ccccc2)csc1NC(=O)c1cc(-c2ccc(C)c(F)c2)on1,1%,-1,6%,-10,-3.6%,2%,-2%,-19%,-5%
COCCNC(=O)c1onc(CSc2nc3ccccc3[nH]2)c1C(=O)NCCOC,-1%,-2,5%,-1,0.5%,7%,-3%,-20%,2%
Cc1ccc2nc(Cn3cc(C(F)(F)F)cc(Cl)c3=O)cc(=O)n2c1,-1%,0,12%,-4,?,6%[57.1 µM],-4%,-6%,-12%
COc1ccc(C(=O)C2CCCN(Cc3ccc(Sc4nncn4C)o3)C2)cc1F (configuration not stated),-2%,3,0%,-4,1.0%,4%[57.1 µM],-6%,-27%,-5%
Cc1nn(C)cc1CNC(=O)C1CCC(=O)N(Cc2cccc(C(F)(F)F)c2)C1 (configuration not stated),0%,1,0%,-4,-0.4%,-1%,-1%,5%,-5%
CCOc1ccc(NC(=O)c2c(NC(=O)c3ccco3)sc3c2CCC(C(C)(C)C)C3)cc1 (configuration not stated),3%,-5,0%,-10,-2.4%,11%,-2%,-6%,1%
CCOc1ccc2nc(SCC(=O)NC(=O)NCc3ccco3)[nH]c2c1,0%,-3,6%,-1,1.3%,-5%[57.1 µM],-2%,-8%,5%
COc1ccc(S(=O)(=O)N2CCCCCC2)cc1C(=O)N(C)Cc1ccc(OC)c(OC)c1OC,-8%,2,4%,-2,1.6%,-3%[57.1 µM],-2%,-5%,1%
CC1(C(=O)NCc2cccc(C(F)(F)F)c2)CCN1C1Cc2ccccc2C1 (configuration not stated),-7%,-4,.,5,.,.,3%,.,.
Cc1ccc(S(=O)(=O)N2CCOCC2)cc1NC(=O)CN(C)C1CCS(=O)(=O)C1 (configuration not stated),-9%,2,-9%,-12,2.8%,7%,1%,-6%,-5%
COc1ccc(CCN2CCCC(CN(C)Cc3cc(OC)c(OC)c(OC)c3)C2)cc1 (configuration not stated),1%,0,4%,-6,1.1%,1%[57.1 µM],-5%,-21%,2%
COC(=O)N/N=C/c1cccc(OCCSc2ccc(Cl)cc2)c1,-3%,5,18%,-1,2.3%,-19%[57.1 µM],-2%,-22%,-5%
Cc1cccc(NC(=O)C(=O)NCC2CCCN2S(=O)(=O)c2cccs2)c1C (configuration not stated),-2%,0,2%,-4,-0.8%,10%[57.1 µM],-1%,?,9%
COc1ccc(/C=N/NC(=O)CCSc2nc3ccccc3s2)cc1OC,-23%,5,2%,-6,2.4%,-2%,7%,-23%,1%
Cn1cc(CC(=O)NCCN2CCOCC2)c2ccccc21,-4%,-2,3%,-10,3.7%,-1%,4%,-3%,2%
CCCN1CCN(CCCNC(=O)c2cc3c(=O)[nH]c4ccccc4c3s2)CC1,2%,2&2,0%,0&5,2.3%&6.7%,15%[57.1 µM],-3%,-10%&-14%,1%
COc1cc(NC(=O)COC(=O)CSc2ccccc2F)c(C)cc1[N+](=O)[O-],0%,-5,-3%,-2,-0.7%,-5%,-3%,-8%,1%

# Screening data from PubChem BioAssay.

# Only part of the results is shown; rates above refer to the full screens.
